Source: PubChem (several laboratories)
SR-BI uptake up: enhances SR-BI lipid uptake from DiI-HDL. CHO ldlA[mSR-BI] cells, DiI-HDL uptake fluorescence, 3 h; 100 = double the neutral-control signal. activation, % at 12.5 µM. actives 0.096% (n = 320,000). AID 504775;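 active = mean replicate activation of at least 60% and every replicate at or above 60%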;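 note: 0% = median plate neutral-control signal and 100% = twice that signal; values of inactives mirror those of a sister screen read the other way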
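System: LDL receptor-deficient CHO ldlA cells overexpressing murine SR-BI | Timing: 3 h uptake period with compound, 37 °C | Medium: HEPES-buffered (25 mM, pH 7.4) F12 plus 0.5% BSA | Dosing: Single-point compound dose | Signal: Bottom-read fluorescence, 550/595 nm | Read-out: Retained DiI signal reflecting DiI-HDL uptake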
LANA DNA inh: KSHV C-LANA DNA binding inhibition; MBP-C-LANA/FAM-LBS DNA binding, fluorescence polarization; inhibition, % at 9 µM; actives 0.078% (n = 340,000); AID 504423;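 active = highest replicate inhibition at or above 60% at 9 µM, even if other replicates fall short; inactive = all replicates below 60% inhibition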;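 note: 0% = neutral control wells and 100% = 4 µM acridine orange control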
RTF Ca sens inh: cardiac RTF calcium desensitization; inhibition, % at 7.15 µM; P19429+P45379; IANBD-labeled cardiac RTF, Ca2+ fluorescence; actives 0.12% (n = 340,000);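 active = inhibition above the mean inhibition of all tested compounds plus 3 SD, cut at about 17% in these data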;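 note: assay run at fixed EC70 calcium of 1.6 mM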
PKA-R2B act: activators of human PKA-R2B complex | PKA-R2B holoenzyme dissociation, Cy5-IP20 fluorescence polarization; R2B truncated from residue 108, S112A mutant; 0% DMSO only, 100% 113 µM cGMP | activation, % at 11.4 µM | actives 0.079% (n = 340,000) | AID 504700;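 active = activation above a cutoff set at the mean over all compounds plus 3 SD, cut at about 18% in these data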;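 note: higher means more holoenzyme dissociation and a rise in polarization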
Target sequence (P31323 whole entry, looked up, other chains not shown, the tested form may be a part): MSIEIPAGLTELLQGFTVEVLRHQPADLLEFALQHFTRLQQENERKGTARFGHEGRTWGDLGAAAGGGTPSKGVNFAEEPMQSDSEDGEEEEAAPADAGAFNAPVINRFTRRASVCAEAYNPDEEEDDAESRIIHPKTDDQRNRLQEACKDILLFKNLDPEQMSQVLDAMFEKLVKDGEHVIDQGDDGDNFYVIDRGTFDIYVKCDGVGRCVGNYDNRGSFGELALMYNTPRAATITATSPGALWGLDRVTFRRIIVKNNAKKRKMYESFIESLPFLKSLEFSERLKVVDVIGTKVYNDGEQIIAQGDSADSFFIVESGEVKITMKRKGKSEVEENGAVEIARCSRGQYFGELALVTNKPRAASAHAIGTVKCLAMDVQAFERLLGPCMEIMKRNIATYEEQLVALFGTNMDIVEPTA
cardiac RTF act: cardiac RTF calcium sensitization | actives 0.24% (n = 340,000) | AID 493008 | activation, % at 7.2 µM | IANBD-labeled TnC RTF fluorescence at EC20 calcium; 0% EC20 calcium, 100% full calcium;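 active = activation above the mean over all tested compounds plus 3 SD, cut at about 30% in these data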;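 note: rise in fluorescence read as greater calcium sensitivity of cardiac thin filaments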
Keap1-Nrf2 PPI: inhibitors of human Keap1-Nrf2 protein-protein interaction; actives 0.15% (n = 340,000); AID 504523; Keap1 Kelch-Nrf2 peptide fluorescence polarization, 1536-well; Q14145; inhibition, % at 9.4 µM; in the data active = inhibition above about 12%;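 note: human Keap1 Kelch domain with fluorescein labeled Nrf2 9mer peptide probe; 0% = neutral control wells and 100% = peptide positive control; higher means more block of Keap1 binding to Nrf2 peptide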
Rtt109 Vps75: blocks Candida albicans Rtt109/Vps75 acetyltransferase activity; purified Rtt109/Vps75, ThioGlo CoA-SH fluorescence, 4 h; inhibition, % at 34.9 µM; actives 0.16% (n = 330,000); AID 540336;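 active = inhibition of at least 50% in every replicate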
Target sequence (Q5AAJ8 whole entry, looked up): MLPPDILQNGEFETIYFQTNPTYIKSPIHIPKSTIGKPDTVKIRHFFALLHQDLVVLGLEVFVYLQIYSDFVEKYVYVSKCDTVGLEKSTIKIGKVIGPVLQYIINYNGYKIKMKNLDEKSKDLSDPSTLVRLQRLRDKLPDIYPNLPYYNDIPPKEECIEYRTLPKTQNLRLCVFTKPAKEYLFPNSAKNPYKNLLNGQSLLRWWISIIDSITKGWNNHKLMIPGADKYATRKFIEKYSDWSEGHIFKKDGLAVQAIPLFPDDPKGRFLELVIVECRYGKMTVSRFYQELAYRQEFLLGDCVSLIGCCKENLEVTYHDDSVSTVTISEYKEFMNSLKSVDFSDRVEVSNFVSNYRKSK
DAGLB inhibitor: blocks human DAGLB lipase activity; HEK293T DAGLB membrane lysate, EnzChek fluorogenic substrate; Q8NCG7; inhibition, % at 5.17 µM; AID 504411; actives 0.059% (n = 340,000); in the data active = inhibition above about 34%;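 note: 0% = enzyme with vehicle and 100% = wells lacking enzyme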
CAL PDZ FP-1: blocks peptide binding to the human CAL PDZ domain | Q9HD26 | purified CAL PDZ, TMR-peptide fluorescence polarization, 1 h | inhibition, % at 24.9 µM | actives 0.92% (n = 300,000) | AID 602252;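 active = mean inhibition of at least 30% with at least half of replicates also reaching 30%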;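 note: 0% = DMSO neutral control and 100% = excess unlabeled competitor peptide PRC23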
CAL PDZ FP-2: inhibitors of human CAL PDZ peptide binding; purified CAL PDZ, TMR-peptide fluorescence polarization, 1 h; actives 0.02% (n = 330,000); inhibition, % at 20 µM; Q9HD26; AID 504414;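 active = highest replicate inhibition of at least 40%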;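 note: plate controls were DMSO neutral control wells for no effect and unlabeled competitor peptide control wells for full effect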
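material = purified tagged CAL PDZ domain construct (CerCALP) | buffer or medium = sodium phosphate/NaCl buffer pH 7.4 with TCEP, IgG, Thesit | reagent = TMR-labelled reporter peptide T*-PRC34 bound in PDZ groove | incubation = 1 h room-temperature incubation prior to read | measured by = fluorescence polarization (mP) | evaluation = percent inhibition from loss of millipolarization | control set = unlabelled peptide and DMSO controls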
Numbers without * were called inactive; · = no result given.

1) NS(=O)(=O)c1ccc(CCNCc2cc(Cl)ccc2OCc2ccccc2)cc1
2) COc1ccc(NC(=O)NC(C)c2ccccc2)cc1 (stereo unspecified)
3) O=C1Nc2ccccc2/C1=C\C(=O)c1ccccc1
4) Cc1ccc2oc(=O)n(CCC(=O)Nc3ccc(N4CCOCC4)cc3)c2c1
5) Cc1cc(NC(=O)COC(=O)c2ccco2)no1
6) CC(=O)c1c(C(=O)O)[nH]c(C(=O)O)c1C

| Screen / compound no. | 1 | 2 | 3 | 4 | 5 | 6 |
| --- | --- | --- | --- | --- | --- | --- |
| SR-BI uptake up | · | 15 | 9 | -5 | 16 | 19 |
| LANA DNA inh | 2.6 | -1.0 | -1.6 | 0.3 | 4.5 | -0.7 |
| RTF Ca sens inh | 2 | -3 | -2 | 2 | -8 | 3 |
| PKA-R2B act | 5 | -4 | -10 | 2 | -8 | -1 |
| cardiac RTF act | 0 | 1 | 3 | -3 | -3 | 3 |
| Keap1-Nrf2 PPI | 6 | -1 | -22 | 2 | -2 | 2 |
| Rtt109 Vps75 | 10 | -10 | -8 | -3 | 0 | -4 |
| DAGLB inhibitor | -1 | 1 | -2 | -3 | 0 | 1 |
| CAL PDZ FP-1 | -5 | -11 | -4 | -4 | 0 | 5 |
| CAL PDZ FP-2 | · | -0.1 | -0.3 | 0.3 | -1.9 | · |

7) CC(=O)N(C(C)=O)c1c(N2CCOCC2)c2ccccc2oc1=O
8) COCCNC(=O)CNC(=S)N(CCCN1CCOCC1)Cc1cccs1
9) COc1cc(C(CC(=O)O)n2cnnn2)ccc1OC(C)C (stereo unspecified)
10) CCN(CC)CCCNC(=O)C1CCN(C(=O)c2cc3sccc3n2Cc2ccc(F)cc2)CC1
11) COc1ccccc1Cc1nc(-c2ccc(C)cc2)no1
12) Cc1cc(OC(=O)c2c(C)cc(OC(=O)c3c(C)cc(O)cc3O)cc2O)cc(O)c1C(=O)O

| Screen / compound no. | 7 | 8 | 9 | 10 | 11 | 12 |
| --- | --- | --- | --- | --- | --- | --- |
| SR-BI uptake up | -6 | 11 | -7 | 25 | -1 | 2 |
| LANA DNA inh | -4.3 | -6.2 | -0.2 | -1.6 | -0.3 | 3.1 |
| RTF Ca sens inh | -5 | -3 | · | -5 | -1 | -7 |
| PKA-R2B act | 0 | -5 | · | 0 | 1 | -4 |
| cardiac RTF act | -2 | 5 | · | 5 | 7 | -1 |
| Keap1-Nrf2 PPI | 1 | -1 | -2 | 5 | -1 | -2 |
| Rtt109 Vps75 | -4 | -2 | 3 | 3 | -2 | 16 |
| DAGLB inhibitor | 2 | -1 | · | -2 | -15 | 3 |
| CAL PDZ FP-1 | 17 | -18 | 5 | -2 | -6 | -2 |
| CAL PDZ FP-2 | -2.8 | 0.3 | -0.7 | -2.9 | -3.3 | -0.9 |

13) CC(C)(C)c1cc(NC(=O)Nc2ccccc2OC(F)(F)F)no1
14) Cn1c(C(=O)N2CCN(c3ncccn3)CC2)cc2c(=O)n(C)c3ccccc3c21
15) CCOC(=O)c1cc(-c2ccc(F)cc2)nc2c1c(=O)[nH]c(=O)n2Cc1ccccc1
16) O=C(CSCCO)Nc1ccc(C23CC4CC(CC(C4)C2)C3)cc1
17) O=C(COc1ccccc1[N+](=O)[O-])N(Cc1ccco1)C1CCS(=O)(=O)C1 (stereo unspecified)
18) CCN(CC)CCN(Cc1cc2cc3c(cc2[nH]c1=O)OCCO3)C(=S)NCC1CCCO1 (stereo unspecified)
19) COc1ccc(C(=O)N2CCCC(Nc3ccc(C)c(C)c3)C2)cc1F (stereo unspecified)
20) Clc1ccc2ccc3cccnc3c2n1
21) O=[N+]([O-])C(=C1Nc2ccccc2N1)C(Cl)=C(Cl)Cl

| Screen / compound no. | 13 | 14 | 15 | 16 | 17 | 18 | 19 | 20 | 21 |
| --- | --- | --- | --- | --- | --- | --- | --- | --- | --- |
| SR-BI uptake up | -21 | 7 | · | 28 | 10 | 3 | 7 | · | -10 |
| LANA DNA inh | -0.9 | -0.8 | 0.1 | 0.9 | -0.3 | -0.3 | 2.1 | -0.4 | -3.3 |
| RTF Ca sens inh | 0 | -8 | 1 | -3 | -7 | -6 | -2 | -7 | 7 |
| PKA-R2B act | -6 | 0 | -7 | 3 | 7 | 5 | -4 | -2 | 2 |
| cardiac RTF act | 7 | -9 | -8 | -3 | -3 | 8 | 5 | -3 | 6 |
| Keap1-Nrf2 PPI | -3 | 0 | -4 | 2 | -3 | -6 | 4 | 3 | -16 |
| Rtt109 Vps75 | 1 | -1 | 9 | -7 | 2 | 3 | 2 | -9 | -6 |
| DAGLB inhibitor | -7 | -1 | -2 | -1 | 0 | 0 | 0 | 2 | 6 |
| CAL PDZ FP-1 | 3 | · | -4 | 2 | · | -5 | · | 2 | -3 |
| CAL PDZ FP-2 | -0.6 | -0.8 | -2.5 | -0.5 | -0.1 | -0.5 | -0.5 | -1.0 | -1.3 |

Retrieved by structure from above, 2 records:
14) Cn1c(C(=O)N2CCN(c3ncccn3)CC2)cc2c(=O)n(C)c3ccccc3c21
17) O=C(COc1ccccc1[N+](=O)[O-])N(Cc1ccco1)C1CCS(=O)(=O)C1 (stereo unspecified)

| Screen / compound no. | 14 | 17 |
| --- | --- | --- |
| SR-BI uptake up | 7 | 10 |
| LANA DNA inh | -0.8 | -0.3 |
| RTF Ca sens inh | -8 | -7 |
| PKA-R2B act | 0 | 7 |
| cardiac RTF act | -9 | -3 |
| Keap1-Nrf2 PPI | 0 | -3 |
| Rtt109 Vps75 | -1 | 2 |
| DAGLB inhibitor | -1 | 0 |
| CAL PDZ FP-1 | · | · |
| CAL PDZ FP-2 | -0.8 | -0.1 |

Compound profiles (already shown). Screens in order: SR-BI uptake up | LANA DNA inh | RTF Ca sens inh | PKA-R2B act | cardiac RTF act | Keap1-Nrf2 PPI | Rtt109 Vps75 | DAGLB inhibitor | CAL PDZ FP-1 | CAL PDZ FP-2
Listed for O=[N+]([O-])C(=C1Nc2ccccc2N1)C(Cl)=C(Cl)Cl → -10 | -3.3 | 7 | 2 | 6 | -16 | -6 | 6 | -3 | -1.3
Listed for CC(C)(C)c1cc(NC(=O)Nc2ccccc2OC(F)(F)F)no1 → -21 | -0.9 | 0 | -6 | 7 | -3 | 1 | -7 | 3 | -0.6
Listed for COc1ccc(C(=O)N2CCCC(Nc3ccc(C)c(C)c3)C2)cc1F (stereo unspecified) → 7 | 2.1 | -2 | -4 | 5 | 4 | 2 | 0 | · | -0.5
Listed for Clc1ccc2ccc3cccnc3c2n1 → · | -0.4 | -7 | -2 | -3 | 3 | -9 | 2 | 2 | -1.0
Listed for Cn1c(C(=O)N2CCN(c3ncccn3)CC2)cc2c(=O)n(C)c3ccccc3c21 → 7 | -0.8 | -8 | 0 | -9 | 0 | -1 | -1 | · | -0.8

Random draw from the library, and some 1.6% of all compounds hit somewhere here.
